# NFkB binder = binders of NF-kB p50 subunit, primary screen, biochemical, small molecule microarray, anti-His fluorescence; calls only; AID 624139, 2012; anti-His fluorescence binding; 1.3% of 17,000 active;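 active means spot fluorescence over background significantly raised, with a chance value under 7% in all four replicate spots of the compound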;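 further: probe protein is his-tagged human p50 processed subunit at 1 µg/ml; raw spot fluorescence signals with no normalization applied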
# Target sequence (P19838 1-433 limits assumed): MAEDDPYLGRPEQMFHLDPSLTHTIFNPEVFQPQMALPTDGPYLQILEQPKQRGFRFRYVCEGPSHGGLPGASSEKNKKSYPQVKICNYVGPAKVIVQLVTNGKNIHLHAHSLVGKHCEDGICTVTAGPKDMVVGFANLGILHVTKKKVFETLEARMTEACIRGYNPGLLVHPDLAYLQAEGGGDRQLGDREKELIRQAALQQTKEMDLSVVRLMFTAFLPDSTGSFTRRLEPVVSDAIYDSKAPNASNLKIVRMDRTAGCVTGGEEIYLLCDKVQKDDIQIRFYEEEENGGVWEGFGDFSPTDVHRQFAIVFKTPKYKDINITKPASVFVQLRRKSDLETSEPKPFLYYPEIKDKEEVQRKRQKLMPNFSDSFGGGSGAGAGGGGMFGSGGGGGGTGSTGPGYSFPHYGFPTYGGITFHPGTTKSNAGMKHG
# Calls only; i = inactive; + = active, no number. Some of the compounds tested; the hit share may differ from the screen's.
SMILES,NFkB binder
C[C@@H]1CN([C@H](C)CO)C(=O)c2cccc(NS(C)(=O)=O)c2O[C@@H]1CN(C)Cc1ccc(Oc2ccccc2)cc1,i
CNC[C@H]1Oc2ccc(NC(=O)Nc3ccccc3)cc2CC(=O)N([C@@H](C)CO)C[C@H]1C,i
COc1ccc(S(=O)(=O)N(C)C[C@H]2OCCCC[C@H](C)Oc3ccc(NC(=O)CCC(F)(F)F)cc3C(=O)N([C@H](C)CO)C[C@H]2C)cc1,i
Cc1noc(C)c1S(=O)(=O)Nc1ccc2c(c1)C(=O)N([C@H](C)CO)C[C@H](C)[C@@H](CN(C)C)O2,i
C[C@@H]1CN([C@@H](C)CO)C(=O)Cc2cc(NS(=O)(=O)c3cn(C)cn3)ccc2O[C@H]1CN(C)S(=O)(=O)c1ccc(Cl)cc1,i
Cc1cc(C)cc(N(CC(=O)Nc2ccc(C(N)=O)cc2)S(C)(=O)=O)c1,i
O=C(c1ccccc1)c1ccc(N2CCOCC2)cc1O,i
C[C@H](CO)N1C[C@H](C)[C@@H](CN(C)S(=O)(=O)c2cccs2)OCCCC[C@H](C)Oc2ccc(N(C)C)cc2C1=O,i
Cc1ccc(O)c(NC(=O)CCCOc2ccc(Cl)cc2Cl)c1,i
O=C(O)CC(Cc1ccccc1)C(=O)Nc1ccc(Cl)c(Cl)c1 (centres undefined),i
C[C@@H]1CN([C@@H](C)CO)C(=O)CCCn2cc(nn2)CO[C@H]1CN(C)C(=O)c1cc(-c2ccccc2)on1,i
O=C(CN1C(=O)CNC1=O)Nc1ccc(Cl)cc1,i
C[C@H](CO)N1C[C@H](C)[C@H](CN(C)Cc2ccc(F)cc2)Oc2ncc(-c3ccc(F)cc3)cc2C1=O,i
CSc1cccc(NC(=O)CNS(=O)(=O)c2ccc(F)cc2)c1,i
C/C=C(\CO)C(=O)O[C@H]1[C@H](O)[C@@H](C(=O)OC)O[C@@H]2C[C@H]3OC(n4cnc5c(N)ncnc54)[C@H](OC)[C@H]3O[C@]21O (some centres undefined),i
C[C@@H]1CCCCO[C@H](CN(C)S(C)(=O)=O)[C@H](C)CN([C@@H](C)CO)C(=O)c2cc(NC(=O)Nc3ccccc3)ccc2O1,i
C[C@H](CO)N1C[C@H](C)[C@@H](CN(C)Cc2ccccc2)OCCCC[C@H](C)Oc2ccc(N(C)C)cc2C1=O,i
Cc1noc(C)c1NC(=O)Nc1ccc2c(c1)C(=O)N([C@@H](C)CO)C[C@@H](C)[C@H](CN(C)C(=O)CCCN(C)C)OCCCC[C@H](C)O2,i
COc1ccc(C(=O)Nc2ccccc2C(=O)N2CCN(CCO)CC2)cc1,i
C[C@H](CO)N1C[C@H](C)[C@H](CN(C)C(=O)Nc2ccc(C(F)(F)F)cc2)Oc2c(NC(=O)NC3CCCCC3)cccc2C1=O,i
CC(C)n1cnc2c(NCc3ccccc3)nc(NCCCO)nc21,i
CCC(Sc1ncccn1)C(=O)Nc1c(C)cccc1C (centres undefined),i
Cc1noc(C)c1S(=O)(=O)Nc1ccc2c(c1)C(=O)N([C@H](C)CO)C[C@@H](C)[C@@H](CN(C)C(=O)Cc1ccccc1)OCCCC[C@@H](C)O2,i
C[C@@H]1CN([C@@H](C)CO)C(=O)c2cc(NS(=O)(=O)c3cn(C)cn3)ccc2O[C@@H](C)CCCCO[C@H]1CN(C)C(=O)c1ccncc1,i
Cc1ccc(N(CC(=O)NC2CCCC2)S(C)(=O)=O)cc1,i
# Remaining list, next part
SMILES,NFkB binder
C[C@H](CO)N1C[C@H](C)[C@H](CN(C)S(=O)(=O)c2cccs2)Oc2ccc(NC(=O)C3CC3)cc2CC1=O,i
COc1cccc(-c2nn(-c3ccccc3)cc2C(=O)n2nnc3ccccc32)c1,i
CCOC(=O)c1c(NC(=O)Cn2nnc(-c3ccccc3)n2)sc2c1CCCC2,i
COc1ccc(CN(C)C[C@H]2Oc3ccc(NC(=O)Cn4cnnn4)cc3C(=O)N([C@H](C)CO)C[C@@H]2C)cc1,i
COC1C(O)C(CO)OC1n1cnc2c(NC3CCCCC3)ncnc21 (centres undefined),i
Cc1noc(C)c1S(=O)(=O)N(C)C[C@@H]1Oc2ccc(NC(=O)C3CCCCC3)cc2CC(=O)N([C@H](C)CO)C[C@H]1C,i
O=C1N(Cc2ccccc2)Cc2ccccc2[C@H]2OC(c3ccc(OCCCO)cc3)=N[C@@]12CCS(=O)(=O)c1ccccc1,i
CN(CC(=O)Nc1cccc([N+](=O)[O-])c1)S(=O)(=O)c1ccccc1,i
CCC(C)C(O)C(C)(O)/C=C/C1=CC2=C(Cl)C(=O)C(C)(O)C(OC(C)=O)C2CO1 (centres undefined),i
O=C1CCC(=O)N(O)CCCCCNC(=O)CCC(=O)N(O)CCCCNC(=O)CCC(=O)N(O)CCCCN1,i
CN(CCO)S(=O)(=O)c1cccc(C(=O)O)c1,i
CC(C)NC(=O)N(C)C[C@H]1OCCCC[C@H](C)Oc2ccc(NC(=O)Nc3ccc(C(F)(F)F)cc3)cc2C(=O)N([C@H](C)CO)C[C@H]1C,+
COc1ccc(S(=O)(=O)Nc2ccc3c(c2)C(=O)N([C@@H](C)CO)C[C@@H](C)[C@H](CN(C)S(=O)(=O)c2cccs2)O3)cc1,i
C[C@@H]1CN([C@@H](C)CO)C(=O)c2cc(NS(=O)(=O)c3ccc(F)cc3)ccc2O[C@@H](C)CCCCO[C@@H]1CN(C)Cc1ccccc1,i
C[C@@H]1CCCCO[C@@H](CN(C)Cc2ccncc2)[C@@H](C)CN([C@@H](C)CO)C(=O)c2cc(NC(=O)CCCN(C)C)ccc2O1,i
C[C@H]1CCCCO[C@H](CN(C)C)[C@@H](C)CN([C@@H](C)CO)C(=O)c2cc(NC(=O)Nc3ccccc3)ccc2O1,i
O=C(Nc1cccc([N+](=O)[O-])c1)c1ccc(Cn2nnc3ccccc32)cc1,i
C[C@@H]1CN([C@H](C)CO)C(=O)c2cc(NC(=O)Cn3cnnn3)ccc2O[C@H]1CN(C)C(=O)NC1CCCCC1,i
COCCOC(=O)N1C(=O)[C@@]2(c3ccccc31)[C@H](C(N)=O)[C@H]1C(=O)O[C@H](c3ccccc3)[C@H](c3ccccc3)N1[C@@H]2c1ccc(OCCO)cc1,i
CN(CC(=O)Nc1ccccc1C(C)(C)C)S(=O)(=O)c1ccc(Cl)cc1,i
Cc1noc(C)c1S(=O)(=O)N(C)C[C@H]1OCCCC[C@@H](C)Oc2ccc(NC(=O)CCCN(C)C)cc2C(=O)N([C@H](C)CO)C[C@@H]1C,i
C[C@@H]1CCCCO[C@H](CN(C)Cc2ccc(C(F)(F)F)cc2)[C@H](C)CN([C@H](C)CO)C(=O)c2cc(NC(=O)Nc3cccc4ccccc34)ccc2O1,i
COC(=O)C[C@](O)(CCCC(C)(C)O)C(=O)O[C@@H]1C(OC)=C[C@]23CCCN2CCc2cc4c(cc2[C@H]13)OCO4,i
COC(=O)c1c(NC(=O)CN2C(=O)c3ccccc3S2(=O)=O)sc2c1CCCC2,i
COc1ccc([Si](C)(C)[C@H]2[C@H](CCn3cc(CCO)nn3)O[C@@]3(C(=O)N(Cc4ccc(N5CCOC5=O)cc4)c4ccccc43)[C@@H]2C)cc1,i

# Part of the list above, set out differently.
Structure | NFkB binder
C[C@H](CO)N1C[C@H](C)[C@H](CN(C)C(=O)Nc2ccc(C(F)(F)F)cc2)Oc2c(NC(=O)NC3CCCCC3)cccc2C1=O | i
COC1C(O)C(CO)OC1n1cnc2c(NC3CCCCC3)ncnc21 (centres undefined) | i
COc1ccc(C(=O)Nc2ccccc2C(=O)N2CCN(CCO)CC2)cc1 | i

# (more compounds)
SMILES,NFkB binder
C[C@@H]1CN([C@@H](C)CO)C(=O)c2cc(NC(=O)Cc3ccccc3)ccc2O[C@@H](C)CCCCO[C@@H]1CN(C)S(=O)(=O)c1cccs1,i
C[C@@H]1CN([C@H](C)CO)C(=O)c2cc(NC(=O)Nc3ccc4c(c3)OCO4)ccc2O[C@H]1CN(C)C(=O)NC1CCCCC1,i
C[C@H]1CCCCO[C@H](CN(C)C)[C@@H](C)CN([C@@H](C)CO)C(=O)c2cc(NC(=O)Cc3ccccc3)ccc2O1,i
Cc1nnc(SCc2nc(-c3ccccc3)no2)n1-c1ccccc1,i
C[C@@H]1CN([C@H](C)CO)C(=O)c2cc(NC(=O)Nc3ccccc3)ccc2O[C@@H](C)CCCCO[C@@H]1CN(C)S(=O)(=O)c1ccccc1,i
COc1cc2c(cc1OC)CN(C(=O)[C@@H]1[C@H]3C(=O)O[C@H](c4ccccc4)[C@H](c4ccccc4)N3[C@H](c3ccc(OCCO)cc3)[C@@]13C(=O)Nc1ccc(C#CC4(O)CCCCCC4)cc13)CC2,+
Cc1ccc(OCC(=O)Nc2cccc(NC(=O)c3ccccc3)c2)cc1C,i
CC(C)NC(=O)N(C)C[C@@H]1OCc2cn(nn2)CCCC(=O)N([C@@H](C)CO)C[C@H]1C,i
C[C@@H]1CCCCO[C@@H](CN(C)C(=O)c2ccccc2)[C@H](C)CN([C@H](C)CO)C(=O)c2cc(N(C)C)ccc2O1,i
CCOc1ccc(Oc2nc(N3CCOCC3)nc(N3CCOCC3)n2)nn1,i
Cc1ccccc1-c1cc(C(=O)NCCCn2ccnc2)c2cc(Cl)ccc2n1,i
C[C@@H]1CCCCO[C@H](CN(C)C(=O)Nc2ccccc2)[C@@H](C)CN([C@@H](C)CO)C(=O)c2cc(NC(=O)CCCN(C)C)ccc2O1,i
COc1ccc(NC(=O)CNS(=O)(=O)c2ccccc2)cc1OC,i
CC(C)NC(=O)N(C)C[C@@H]1Oc2ccc(NC(=O)CCCN(C)C)cc2C(=O)N([C@H](C)CO)C[C@H]1C,i
C[C@H]1CN([C@@H](C)CO)C(=O)Cc2cc(NS(=O)(=O)c3cn(C)cn3)ccc2O[C@H]1CN(C)Cc1ccncc1,i
C[C@H](CO)N1C[C@H](C)[C@@H](CN(C)C(=O)Nc2ccc3c(c2)OCO3)Oc2ccc(NC(=O)Cc3ccccc3)cc2C1=O,i
C[C@@H]1CN([C@H](C)CO)C(=O)c2cc(N(C)C)ccc2O[C@@H](C)CCCCO[C@@H]1CN(C)C(=O)Nc1ccccc1,i
C[C@@H]1CN([C@H](C)CO)C(=O)c2cc(N(C)C)ccc2O[C@H]1CN(C)S(=O)(=O)c1cccs1,i
C[C@@H]1CN([C@H](C)CO)C(=O)c2cc(N(C)C)ccc2O[C@@H](C)CCCCO[C@@H]1CN(C)C(=O)CCC(F)(F)F,i
CC1(C)CC[C@]2(C(=O)O[C@@H]3O[C@H](CO)[C@@H](O)[C@H](O)[C@H]3O)CC[C@]3(C)C(=CCC4[C@@]5(C)C[C@@H](O)[C@H](O)[C@@](C)(CO)C5[C@H](O)C[C@]43C)C2C1 (some centres undefined),i
C[C@H](CO)N1C[C@H](C)[C@@H](CN(C)C(=O)Nc2cccc3ccccc23)Oc2ccc(NC(=O)NC3CCCCC3)cc2CC1=O,i
Cc1noc(C)c1S(=O)(=O)N(C)C[C@H]1Oc2ccc(NC(=O)Cc3cn(C)c4ccccc34)cc2CC(=O)N([C@H](C)CO)C[C@@H]1C,i
COc1ccc(CN(C)C[C@@H]2Oc3ccc(NC(=O)C4CC4)cc3CC(=O)N([C@H](C)CO)C[C@@H]2C)cc1,i
C[C@H](CO)N1C[C@H](C)[C@@H](CN(C)S(=O)(=O)c2ccccc2)OCc2cn(nn2)CCCC1=O,i
C[C@@H]1CN([C@H](C)CO)C(=O)c2cc(NC(=O)Nc3ccc(F)cc3)ccc2O[C@@H]1CN(C)Cc1ccncc1,i
# The results go on:
SMILES,NFkB binder
CC(C)NC(=O)N(C)C[C@@H]1Oc2ccc(NC(=O)C3CC3)cc2C(=O)N([C@H](C)CO)C[C@@H]1C,i
COc1ccc(S(=O)(=O)N(C)C[C@@H]2Oc3c(NC(=O)c4cc(C)nn4C)cccc3C(=O)N([C@H](C)CO)C[C@@H]2C)cc1,i
C[C@@H]1CCCCO[C@@H](CN(C)Cc2ccc(C(=O)O)cc2)[C@@H](C)CN([C@@H](C)CO)C(=O)c2cc(NS(=O)(=O)c3ccccc3)ccc2O1,i
CC(C)NC(=O)N(C)C[C@@H]1Oc2ccc(NC(=O)CCN3CCOCC3)cc2C(=O)N([C@H](C)CO)C[C@H]1C,i
C=CCCN(CC#C[C@H]1Oc2ccccc2S(=O)(=O)N2CCC[C@@H]12)S(=O)(=O)c1ccc(C)cc1,i
COc1ccc(CN(C(=O)c2oc3cc(C)c(C)cc3c2C)C2CCS(=O)(=O)C2)cc1OC (centres undefined),i
COc1ccc(S(=O)(=O)N(C)C[C@H]2Oc3c(NC(=O)NC4CCCCC4)cccc3C(=O)N([C@@H](C)CO)C[C@H]2C)cc1,i
CC(C)n1c(SCCC(=O)O)nc2ccccc21,i
C[C@@H]1CN([C@@H](C)CO)C(=O)c2cccc(NC(=O)C3CCOCC3)c2O[C@H]1CN(C)Cc1ccc(C(=O)O)cc1,i
COc1ccc(S(=O)(=O)Nc2ccc3c(c2)C(=O)N([C@@H](C)CO)C[C@@H](C)[C@H](CN(C)S(=O)(=O)c2cn(C)cn2)O3)cc1,i
O=S1(=O)N=C(N(CCO)c2ccc(Cl)cc2)c2ccccc21,i

# 5 entries from above, as tab-separated lines:
Molecule	NFkB binder
C[C@@H]1CCCCO[C@@H](CN(C)Cc2ccc(C(=O)O)cc2)[C@@H](C)CN([C@@H](C)CO)C(=O)c2cc(NS(=O)(=O)c3ccccc3)ccc2O1	i
CC(C)NC(=O)N(C)C[C@@H]1Oc2ccc(NC(=O)CCN3CCOCC3)cc2C(=O)N([C@H](C)CO)C[C@H]1C	i
C=CCCN(CC#C[C@H]1Oc2ccccc2S(=O)(=O)N2CCC[C@@H]12)S(=O)(=O)c1ccc(C)cc1	i
COc1ccc(CN(C(=O)c2oc3cc(C)c(C)cc3c2C)C2CCS(=O)(=O)C2)cc1OC (centres undefined)	i
COc1ccc(S(=O)(=O)N(C)C[C@H]2Oc3c(NC(=O)NC4CCCCC4)cccc3C(=O)N([C@@H](C)CO)C[C@H]2C)cc1	i
